MgcRacGAP inhibition – MgcRacGAP GTPase-activating activity inhibitors, confirmation, biochemical, ADP Hunter fluorescence. 340,000 tested, 0.6% active. Rac GTPase-activating protein 1 (Homo sapiens). MgcRacGAP-stimulated Rac1 GTP hydrolysis, ADP Hunter fluorescence; higher % means a stronger effect; GST-tagged Rac1 F28L mutant substrate. inhibition, % at 30 µM, or IC50 in µM where a hit was titrated;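 active = first-screen hits whose inhibition reached a set limit at any dose in the follow-up dose series; inconclusive = inhibition above the set first-screen limit but never retested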;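 also: fluorescence reports GDP produced by GAP-driven GTP hydrolysis; strong numbers were not always called active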
UTI89 phage lysis – inhibition of K1F phage lysis, E. coli UTI89, bacterial capsule biogenesis inhibitors, alamar blue (AID 488966) | E. coli UTI89 K1F phage lysis, alamar blue, 2 h; higher % means a stronger effect | inhibition, % at 100 µM, or IC50 in µM where a hit was titrated | 340,000 tested, 0.02% active;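 active = phage lysis inhibition, versus mean bacterial control, above a set limit; inconclusive = no clear call, values can overlap the other calls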;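 also: capsule biogenesis inhibitors block K1F phage lysis so surviving cells raise fluorescence; higher fluorescence means more inhibition of phage lysis; actives were called in the ten point dose series up to 300 µM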
The depositor's hits bear a star; i = inactive; ? = inconclusive; [ ] = dose if it differs, or a comment.

Order of values – MgcRacGAP inhibition, UTI89 phage lysis
- CC1(C)CC=CC(COC(=O)c2ccccc2C(=O)O)C1 (stereo not given)
    4%, -0.3%
- CCN(C(=O)COC(=O)CCOc1ccc(C(C)(C)C)cc1)c1c(N)n(Cc2ccccc2)c(=O)[nH]c1=O
    4%, 1.0%[50 µM]
- Cc1ccc2oc(-c3cccc(NC(=O)c4ccccn4)c3)nc2c1
    1%, -0.5%
- CC(=O)Nc1cc2c(cc1Cl)Cc1cc(Cl)ccc1-2
    4%, 1.1%
- CC(Oc1nc2c(c(=O)n(C)c(=O)n2C)n1C)C1CCCCC1 (stereo not given)
    2%, 0.2%
- CC(C(=O)c1ccccc1)C(O)c1ccccn1 (stereo not given)
    -8%, 5.5%
- CN(C)C(CNC(=O)c1cccc(S(=O)(=O)Nc2ccccc2Cl)c1)c1ccccc1 (stereo not given)
    2%, 1.6%[50 µM]
- O=C1C=CC(=O)N1c1ccc2ccccc2c1
    2%, -11%
- CCC1CC(=O)CCN1S(=O)(=O)c1ccc(C)cc1 (stereo not given)
    9%, 0.2%
- COc1cc(NCCCn2ccc(NC(=O)OCc3ccccc3)nc2=O)cc(OC)c1OC
    23%, -0.4%
- O=C1C=CC(=Nc2ccc3c(c2)C(=O)c2ccccc2-3)O1
    4%, 0.7%
- CCCN1CCC(=O)NC1=S
    5%, 0.5%
- O=C(O)C(S)C(S)C(=O)O (stereo not given)
    ?, -8.0%
- COc1ccc(CCn2c(-c3cccc([N+](=O)[O-])c3)nc3nc4ccccc4nc32)cc1
    7%, 0.2%
- Nc1nc(SCc2ccccc2)c2ncn(Cc3ccccc3)c2n1
    -2%, -0.5%
- O=C(Nc1ccn(CCCNCc2ccc3[nH]ccc3c2)c(=O)n1)OCc1ccccc1
    9%, 0.2%
- O=C(NNC(=O)c1cccc2ccccc12)c1ccc(Br)cc1
    0%, -0.8%
- O=C(O)c1ccc(C(=O)c2cc([N+](=O)[O-])cc([N+](=O)[O-])c2)cc1
    7%, -4.1%
- Cc1[nH]nc(C(=O)NN=Cc2ccccc2Cl)c1N=NN(C)C
    7%, -4.6%
- CC(=O)OC1(C(C)=O)CCC2C3CC(C(F)(F)F)C4=CC(=O)CCC4(C)C3CCC21C (stereo not given)
    6%, -2.7%

(continued)
Order of values – MgcRacGAP inhibition, UTI89 phage lysis
- O=C(NCCc1ccccc1)c1ccc(NC(=O)C2CCCC2)cc1
    11%, 0.0%
- Cc1[nH]c(=O)nc(NN=Cc2ccc(Cl)cc2)c1C(=O)Nc1ccc(Cl)cc1
    0%, 3.1%
- Cc1c(Cc2ccccc2)c(=O)[nH]c(=O)n1C
    0%, -1.4%
- CCOC(=O)c1c[nH]c2c([N+](=O)[O-])cc(OC)cc2c1=O
    1%, -1.2%
- CN(C(=O)c1ccc(NC(=O)Cc2cccc(NC(=O)C3CCCN(C(=O)C4CCCC4)C3)c2)cc1)C1CC1 (stereo not given)
    10%, 0.2%
- CC1=CC(=O)[C@@H](O)[C@@H](c2ccccc2Br)N1C
    14%, -0.1%
- O=c1ccn([C@@H]2O[C@H](CNCc3ccc(-c4cc(C(F)(F)F)ccc4Cl)o3)[C@@H](O)[C@H]2O)c(=O)[nH]1
    4%, 0.1%
- Cc1cc(-c2nc3ncccc3o2)ccc1NC(=O)c1ccc([N+](=O)[O-])o1
    8%, -0.2%
- CCOc1ccc(NC(=O)N(O)C2(C#N)CCCCC2)cc1
    7%, 2.1%
- Cc1cc(NC(=O)c2ccc(C(C)(C)C)cc2)no1
    10%, 0.3%
- CCCCN1CC(COCc2ccccc2)Oc2cccc(Oc3ccc(OC)cc3)c2S1(=O)=O (stereo not given)
    5%, 0.1%
- CCCNC(=O)Cn1c(=O)/c(=C/c2ccc(-c3cccc([N+](=O)[O-])c3)o2)s/c1=C\C(=O)C(C)(C)C
    7%, 1.5%
- Fc1cccc(-c2ncc(-c3ccccc3)o2)c1
    -1%, 5.6%
- CC(=O)c1cccc(-c2ccc(CN3C(CC(C)C)C(=O)N(Cc4cn(CC5CCCCC5)nn4)CCS3(=O)=O)cc2)c1 (stereo not given)
    -4%, 0.0%
- O=C(NNC(=O)c1ccncc1)Nc1ccc(Cl)cc1
    2%, -3.8%
- CN1C[C@@H]2[C@@H]3C(=O)N(C)C(=O)[C@@H]3[C@](C)(C1=O)N2C(=O)c1ccc(F)cc1
    5%, 4.1%
- C=CC(=O)Nc1cccc(Oc2ccnc(Nc3ccc(N4CCN(C)CC4)cc3)n2)c1
    17%, 8.7%
- COc1ccc(C)cc1NC(=O)c1cc(C2CC2)nc2c1c(C)nn2C1CCS(=O)(=O)C1 (stereo not given)
    4%, 0.0%[50 µM]
- COc1ccccc1N1CCN(C(=O)[C@H](C)NS(=O)(=O)c2ccc3c(c2)OCCCO3)CC1
    7%, 0.3%[50 µM]
- CN(C)c1ccc(Cc2ccc(N(C)C)cc2)cc1
    73µM*, -0.3%[50 µM]

(further entries)
Order of values – MgcRacGAP inhibition, UTI89 phage lysis
- O=S(=O)(CCS(=O)(=O)c1ccccc1)c1ccccc1
    3%, 0.4%
- O=C1COc2c1ccc(O)c2O
    11%, 0.0%
- COC1=CC(=O)C(C2CC(=O)c3c(O)cc(O)cc3O2)=CC1=O (stereo not given)
    -61%, -4.3%
- Cn1c(N)nc2nc[nH]c2c1=S
    14%, -3.9%
- CC(SC(C)C(=O)NN=Cc1ccc(F)cc1)C(=O)NN=Cc1ccc(F)cc1 (stereo not given)
    9%, 0.7%
- O=C(CN1CCN(CC(=O)c2ccc(Cl)cc2)CC1)c1ccc(Cl)cc1
    2%, -1.4%
- COc1cccc(C=C2SC(=S)NC2=O)c1
    7%, 1.2%
- CCOc1ccc(NC(=O)CN(C)C(=O)c2cn(-c3ccc(C)cc3)nc2-c2cccc(OC)c2)cc1OCC
    3%, 0.5%[50 µM]
- CC(=O)OCC=C1CCC2C3CCC4=CC(=O)CCC4(C)C3C(O)CC12C (stereo not given)
    4%, -1.7%
- CCN1CCN(S(=O)(=O)c2ccc(Cl)c(C(=O)Oc3ccc(CC(=O)OC)cc3)c2)CC1
    14%, 0.9%[50 µM]
- Nc1cc2[nH]c(=O)c3ccccc3c2cc1Br
    -2%, -1.8%
- CC1(C)COC(c2ccccc2Cl)OC1
    8%, 1.4%
- CC1CC(C)(C)OC(c2ccc(C(C)C)cc2)O1 (stereo not given)
    3%, -2.4%
- O=c1[nH]nnc2cc(Cl)ccc12
    6%, -0.1%
- CN(c1ccccc1)S(=O)(=O)c1cc(C(=O)OCC(=O)c2c(N)n(C)c(=O)n(C)c2=O)ccc1Cl
    4%, 0.3%[50 µM]
- CN1C[C@@H]2[C@@H]3C(=O)N(Cc4ccccc4)C(=O)[C@@H]3[C@](C)(C1=O)N2C(=O)c1ccc(C(C)(C)C)cc1
    7%, 2.1%
- CCOc1ccc(NC(=O)CN(C)C(=O)C2CC(=O)N(c3cccc(SC)c3)C2)cc1OCC (stereo not given)
    6%, 1.0%[50 µM]
- O=C1CCCCC1(c1ccccc1)c1ccccc1
    -2%, 2.1%
- COc1ccc(NS(=O)(=O)c2cc(C(=O)N(C)CCc3ccccn3)ccc2Cl)cc1
    4%, 0.0%[50 µM]
- O=Cc1ccc(F)c([B-](F)(F)F)c1
    5%, 0.3%

Following part:
Order of values – MgcRacGAP inhibition, UTI89 phage lysis
- CCOC(=O)C(NC(=O)c1ccccc1)C(C)(C)SCc1ccccc1 (stereo not given)
    1%, -0.5%
- COc1ccc(CCNC(=O)C2CCN(Cc3nc(-c4ccc(Cl)cc4)oc3C)CC2)cc1OC
    4%, 0.3%
- O=C1CC[C@@H]2CC3(C[C@@H]4CCN1[C@H]24)Nc1cc(Cl)ccc1NC3=NC1CCCCC1 (stereo not given in full)
    14%, -1.3%
- COc1ccc(CCNC/C=C/c2ccccc2)cc1
    14%, 0.5%
- O=C(Cc1cccc(NC(=O)C2CCN(C(=O)C3CCC3)CC2)c1)Nc1cccc(C(=O)N2CCOCC2)c1
    11%, 0.2%
- O=C(NNC(=O)c1cccc2ccccc12)c1ccc(Cl)cc1Cl
    3%, -3.8%
- NN=C1c2ccccc2C(=O)C1C(=O)C(c1ccccc1)c1ccccc1 (stereo not given)
    0%, 1.5%
- C=CCN1C=CC(=O)[C@@H](OC(=O)Nc2ccc(Br)cc2)[C@H]1c1ccccc1Br
    -7%, -0.2%
- COCCNCc1cc(C)n(-c2cc(S(=O)(=O)N3CCOCC3)ccc2N2CCCC2)c1C
    11%, 0.2%[50 µM]
- O=C(c1ccccc1)C1OC1C(=O)c1ccccc1 (stereo not given)
    -6%, -3.8%
- Cc1ccc(S(=O)(=O)Nc2ccccc2N=Cc2ccc([N+](=O)[O-])cc2[N+](=O)[O-])cc1
    5%, 0.0%
- COc1cc(C2C3=C(COC3=O)OC(C)(C)Oc3cc4c(cc32)OCO4)cc(OC)c1OC (stereo not given)
    -5%, -2.0%
- COC(=O)[C@H](Cc1c[nH]c2ccccc12)NCc1cccc(B(O)O)c1
    6%, 0.8%
- CC(C)CN1CCC(CN2CCNC(=O)C2=O)CC1
    15%, 0.2%
- Nc1ccc2c(c1)-c1ccc(F)cc1C2=O
    6%, -2.6%
- CCOC(=O)N1CCN(C(=O)C2CCCN(c3ncnc4c3sc3cccc(F)c34)C2)CC1 (stereo not given)
    12%, -0.3%
- CCCCCC1CC(=O)NC1(C(=O)OCC)C(=O)OCC (stereo not given)
    1%, 3.2%
- C=C(C)CNC(=O)C1CCC(=O)N(CCCc2ccccc2)C1 (stereo not given)
    8%, -1.6%
- CCOC(=O)CCC(NC(=O)c1ccc(Nc2nc3ccccc3nc2C(=O)OCC)cc1)C(=O)OCC (stereo not given)
    6%, 2.4%
- Nc1c(Br)cc2c(c1Br)C(O)c1ccccc1-2 (stereo not given)
    1%, -1.9%

Nothing new here: entries from further up.
Order of values – MgcRacGAP inhibition, UTI89 phage lysis
- CCOC(=O)C(NC(=O)c1ccccc1)C(C)(C)SCc1ccccc1 (stereo not given)
    1%, -0.5%
- COc1ccc(CCNC(=O)C2CCN(Cc3nc(-c4ccc(Cl)cc4)oc3C)CC2)cc1OC
    4%, 0.3%
- O=C1CC[C@@H]2CC3(C[C@@H]4CCN1[C@H]24)Nc1cc(Cl)ccc1NC3=NC1CCCCC1 (stereo not given in full)
    14%, -1.3%
- COc1ccc(CCNC/C=C/c2ccccc2)cc1
    14%, 0.5%
- O=C(Cc1cccc(NC(=O)C2CCN(C(=O)C3CCC3)CC2)c1)Nc1cccc(C(=O)N2CCOCC2)c1
    11%, 0.2%
- O=C(NNC(=O)c1cccc2ccccc12)c1ccc(Cl)cc1Cl
    3%, -3.8%
- NN=C1c2ccccc2C(=O)C1C(=O)C(c1ccccc1)c1ccccc1 (stereo not given)
    0%, 1.5%
- C=CCN1C=CC(=O)[C@@H](OC(=O)Nc2ccc(Br)cc2)[C@H]1c1ccccc1Br
    -7%, -0.2%
- COCCNCc1cc(C)n(-c2cc(S(=O)(=O)N3CCOCC3)ccc2N2CCCC2)c1C
    11%, 0.2%[50 µM]
- O=C(c1ccccc1)C1OC1C(=O)c1ccccc1 (stereo not given)
    -6%, -3.8%
- Cc1ccc(S(=O)(=O)Nc2ccccc2N=Cc2ccc([N+](=O)[O-])cc2[N+](=O)[O-])cc1
    5%, 0.0%
- COc1cc(C2C3=C(COC3=O)OC(C)(C)Oc3cc4c(cc32)OCO4)cc(OC)c1OC (stereo not given)
    -5%, -2.0%

(listing goes on)
Order of values – MgcRacGAP inhibition, UTI89 phage lysis
- O=C(Cc1ccc([N+](=O)[O-])cc1)NCCc1ccc2c(c1)OCO2
    -2%, -0.5%
- CC12CCC(=O)C=C1CCC1C2CCC2(C)C(c3csc(N)n3)CCC12 (stereo not given)
    1%, 0.2%
- Cc1ccc(NC(=O)N(O)C2CCCCC2C#N)cc1 (stereo not given)
    5%, -0.6%
- O=C(/C=C/c1cccc([N+](=O)[O-])c1)c1ccc([N+](=O)[O-])o1
    -10%, -16%
- Cc1cccc(C2NC(=O)c3ccccc3N2)c1 (stereo not given)
    -1%, -1.7%
- CCCCn1c(N)c(N(CC(C)C)C(=O)CN2C(=O)NC3(CCC(C(C)(C)CC)CC3)C2=O)c(=O)[nH]c1=O (stereo not given)
    5%, 0.7%[50 µM]
- CCC(C)n1c(C)cc(=O)n1C(C)CC (stereo not given)
    -7%, 0.2%
- N#Cc1cnc(SCC(=O)N2CCCCC2)nc1N
    9%, 0.7%
- CCC(=O)c1ccc(OCC(=O)NCCCN2CCOCC2)cc1
    5%, 1.1%[50 µM]
- CCOC(=O)C1CCN(C(=O)c2ccc(NS(=O)(=O)c3ccc4[nH]c(=O)[nH]c4c3)cc2)CC1
    5%, -1.0%
- N#CCCN(C(=O)COC(=O)C1CCN(S(=O)(=O)c2ccccc2C(F)(F)F)CC1)c1ccccc1
    6%, 3.8%
- COc1cc2c(cc1OC)NC(=O)C2
    -1%, 0.8%
- CC(=O)C1CCC2C3CC(O)C4=CC(=O)CCC4(C)C3C(=O)CC12C (stereo not given)
    -3%, 1.1%
- Cc1ccc(S(=O)(=O)NC2(C(=O)O)CCCC2)cc1
    8%, -4.4%
- COc1ccc(N=Nc2cc(OC)c(N)cc2OC)cc1
    35µM*, 2.3%
- CN1OC[C@@H]2CN(S(=O)(=O)c3ccccc3)[C@H](c3cccc(Br)c3)C[C@@H]21
    11%, 0.1%
- CCCCCC1C(=O)N2C=C(c3ccccc3)c3ccccc3N2C1=O (stereo not given)
    26%, 4.2%
- CC(=O)OCC(=O)C1(O)CCC2C3CC(C)C4=CC(=O)C=CC4(C)C3(F)C(O)CC21C (stereo not given)
    5%, i
- CC(=O)Nc1c(Cl)cc2c(c1Cl)C(=O)c1ccccc1-2
    1%, 7.7%
- O=C(NN=Cc1ccccc1)c1ccccc1
    -2%, -1.1%

Source: PubChem BioAssay (Southern Research Specialized Biocontainment Screening Center)

This is a subset; the hit share may differ from the screen's.
